MrgX1 allo act: positive allosteric modulators of MrgX1, primary screen, HEK293 cells, Fluo-4 calcium flux; Mas-related G-protein coupled receptor member X1 (Homo sapiens), Q96LB2; 310,000 compounds, 0.63% hits; B-score at 10 µM; FDSS; active compounds read high;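 active = plate-corrected calcium response at least 3 library SD above typical, normal starting fluorescence, not activating the receptor alone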;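 note: compound read alongside a low EC10 to EC30 dose of BAM8-22 agonist; peak minus trough fluorescence over baseline measured at the second addition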
SKKanGAS inh: S. pyogenes SKKanGAS growth inhibitors in kanamycin, primary screen, streptokinase expression inhibitor project, SKKanGAS strain, BacTiter-Glo luminescence; inhibition, % at 7.5 µM; AID 1662, 2009; 6 h; 300,000 compounds, 1.3% hits;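 active = mean replicate score, as percent of positive control median, at least 50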;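 note: strain carries kanamycin resistance gene driven by streptokinase promoter and grows in 40 µg/ml kanamycin; loss of luminescence reflects streptokinase promoter inhibition or plain growth inhibition; 0% = median of DMSO wells and 100% = positive control at its reference dose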
TRPC6 inhibitor: mouse TRPC6 channel inhibitors, primary screen, cell-based, HEK293, membrane potential dye. 310,000 compounds, 1.1% hits. B-score at 10 µM. Short transient receptor potential channel 6 (Mus musculus), Q61143. ACh-evoked depolarization; active compounds read low;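 active = B-score under library mean minus 3 SD, initial fluorescence not abnormally high, positive integrated signal ratio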;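 note: B-score derived from integrated fluorescence ratio over the kinetic read; more negative B-score means stronger inhibition of depolarization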
TRPC4 block: inhibitors of mouse TRPC4 channel, primary screen, Fluo4 calcium, HEK293 TRPC4beta/mu-opioid cells. AID 2247, 2010. DAMGO-evoked Fluo4 calcium flux; active compounds read low. 300,000 compounds, 0.39% hits. B-score at 10 µM. Short transient receptor potential channel 4 (Mus musculus), Q9QUQ5;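 active = B-score over 3 SD under the library average, no early fluorescence shift, positive overall ratio signal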
Target sequence (Q9QUQ5 whole entry, looked up): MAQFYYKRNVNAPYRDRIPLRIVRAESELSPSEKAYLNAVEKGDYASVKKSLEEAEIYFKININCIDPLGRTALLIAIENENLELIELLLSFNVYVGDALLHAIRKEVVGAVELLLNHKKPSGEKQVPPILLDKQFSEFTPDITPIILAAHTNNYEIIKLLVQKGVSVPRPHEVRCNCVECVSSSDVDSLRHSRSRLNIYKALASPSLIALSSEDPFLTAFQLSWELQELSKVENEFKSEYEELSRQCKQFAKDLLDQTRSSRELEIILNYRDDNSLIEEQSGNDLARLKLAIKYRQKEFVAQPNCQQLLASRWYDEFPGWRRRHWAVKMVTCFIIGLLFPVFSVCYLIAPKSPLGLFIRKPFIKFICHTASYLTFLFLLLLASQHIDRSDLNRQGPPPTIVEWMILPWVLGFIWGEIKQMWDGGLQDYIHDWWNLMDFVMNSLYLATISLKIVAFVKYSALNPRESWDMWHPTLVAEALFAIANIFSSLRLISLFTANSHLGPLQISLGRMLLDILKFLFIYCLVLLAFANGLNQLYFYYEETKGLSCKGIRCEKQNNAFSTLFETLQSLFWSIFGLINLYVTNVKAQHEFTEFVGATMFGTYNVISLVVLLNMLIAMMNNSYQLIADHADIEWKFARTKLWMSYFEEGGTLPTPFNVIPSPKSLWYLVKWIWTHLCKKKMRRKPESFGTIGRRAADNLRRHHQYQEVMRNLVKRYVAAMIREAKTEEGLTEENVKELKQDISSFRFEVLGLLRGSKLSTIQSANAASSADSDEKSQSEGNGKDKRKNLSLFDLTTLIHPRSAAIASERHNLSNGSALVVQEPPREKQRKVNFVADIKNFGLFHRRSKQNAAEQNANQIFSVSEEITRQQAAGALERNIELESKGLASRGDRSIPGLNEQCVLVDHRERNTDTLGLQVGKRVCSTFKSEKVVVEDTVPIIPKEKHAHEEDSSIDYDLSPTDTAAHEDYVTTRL
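Assay system – HEK293 line stably carrying TRPC4beta and mu-opioid receptor · Doses – single dose · Detection – Fluo4 calcium-dye fluorescence, kinetic read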
RGS4 inh: RGS4 inhibitors, primary screen, cell-based, HEK293 M3R inducible RGS4, calcium flux; Regulator of G-protein signaling 4 (Homo sapiens), P49798; AID 463165, 2010; B-score at 10 µM; Fluo-4 calcium flux; active compounds read high; triggered by carbachol at its EC20; 310,000 compounds, 0.45% hits;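 active = B-score, a plate-corrected calcium signal, over three deviations above library mean, with baseline fluorescence within five deviations of library mean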;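 note: RGS4 expression induced by doxycycline in cells with stable M3 receptor; B-score is computed from the integrated fluorescence ratio over baseline after carbachol; higher B-score means a larger calcium signal and so more RGS4 inhibition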
Platelet DG rel: inhibitors of platelet dense granule secretion, primary screen, cell-based, MLPCN, human platelets; human platelet-rich plasma, SFLLRN dense granule ATP release, luminescence; inhibition, %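 (compounds screened at 7.5 µM in platelet-rich plasma)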; 300,000 compounds, 0.22% hits;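 active = mean replicate score, as percent of positive control, at or above 50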
HIF act: HIF pathway transcriptional activators, primary screen, cell-based, U2OS HRE-luciferase, luminescence; 300,000 compounds, 0.32% hits; activation, % at 7.5 µM (by protocol); U2OS HRE-luciferase reporter; normalized: DMSO 0%, desferrioxamine 100%; AID 1910, 2009;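 active = mean activation of at least 10% of the iron chelator positive control signal, with at least half of replicates also reaching 10%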
RGS4 pot: RGS4 potentiators or activators, primary screen, cell-based, HEK293 M3R inducible RGS4, calcium flux | 310,000 compounds, 0.92% hits | B-score at 10 µM | AID 463111, 2010 | carbachol calcium flux Fluo4; active compounds read low;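 active = B-score of the integrated calcium signal more than 4 SD below the library mean, with starting fluorescence not abnormally high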;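 note: negative B-score means reduced calcium response which marks RGS4 activation or potentiation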
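Material: M3R-expressing HEK293 line, RGS4 induced by doxycycline | Schedule: Overnight RGS4 induction, 30 min dye load 37 °C, 20 min compound RT | Measured by: Fluo4 fluorescence kinetic imaging of calcium | Read-out: Integrated calcium ratio converted to B score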
TRPC6 activator: mouse TRPC6 channel activators, primary screen, cell-based, HEK293, membrane potential dye; Short transient receptor potential channel 6 (Mus musculus), Q61143; HEK293-TRPC6 membrane potential dye fluorescence; active compounds read high; B-score at 10 µM; 310,000 compounds, 0.13% hits;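 active = B-score of the integrated fluorescence ratio above library mean plus 3 SD, and starting fluorescence ratio within library mean plus 5 SD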;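 note: higher score means more depolarization so channel activation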
MrgX1 agonist: agonists of human MrgX1 receptor, primary screen, HEK293 cells, Fluo-4 calcium flux | Fluo-4 calcium fluorescence, agonist mode; active compounds read high | 310,000 compounds, 0.44% hits | AID 588627, 2011 | B-score at 10 µM;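 active = calcium response B-score plate-corrected fluorescence ratio at least 3 library SD, with starting fluorescence B-score inside 5 SD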
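times = overnight plating, then 30 min 37 °C plus 30 min room-temperature dye loading | assay system = stable human MrgX1 HEK293 cell line | input = fifteen thousand cells per well | signal = kinetic calcium dye fluorescence, Fluo-4 NW | dosing = compound delivered in addition one of three | read-out = B-scored fluorescence response ratio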
MrgX1 antagonist: antagonists of human MrgX1 receptor, primary screen, HEK293 cells, Fluo-4 calcium flux. Mas-related G-protein coupled receptor member X1 (Homo sapiens), Q96LB2. 310,000 compounds, 1.3% hits. AID 588676, 2011. BAM8-22 antagonism; active compounds read low. B-score at 10 µM;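 active = calcium-response B-score plate-corrected more than 3 library SD below zero, starting fluorescence within 5 deviations, no agonist response on first addition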;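 note: peak minus trough fluorescence over baseline after final BAM8-22 challenge near maximal dose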
An asterisk follows results filed as active; i = inactive; · = not tested or not shown.

SMILES	MrgX1 allo act	SKKanGAS inh	TRPC6 inhibitor	TRPC4 block	RGS4 inh	Platelet DG rel	HIF act	RGS4 pot	TRPC6 activator	MrgX1 agonist	MrgX1 antagonist
COc1ccc(/C=C2\C(=O)ON=C2c2ccccc2)cc1OC	i	1	i	i	i	-1	3.1	i	i	i	i
C=CCc1cccc2cc(C(=O)N(CC)CC)c(=O)oc12	i	6	i	i	i	-2	-0.3	i	i	i	i
Cc1cc(C(=O)OCC(=O)NC(=O)c2cccn2C)c2ccccc2n1	i	-13	i	i	i	-15	-0.1	i	i	i	i
Cc1ccc(C)c(NC(=O)CN2C(=O)CNC2=O)c1	i	1	i	i	i	39	-0.4	i	i	i	i
Cc1ccc(S(=O)(=O)NC2CCCCC2)c(C)c1NS(C)(=O)=O	i	-1	i	i	i	-5	0.1	i	i	i	i
CC(Oc1cccc(Cl)c1)C(=O)Nc1ccc([N+](=O)[O-])cn1 (centres undefined)	i	4	i	i	i	-9	-0.8	i	i	i	i
CCc1ccc(-c2nc(CS(=O)CC(=O)O)c(C)o2)cc1 (centres undefined)	i	-8	i	i	i	2	-0.1	i	i	i	i
CC(C)c1ccc(NC(=O)[C@@H](NC(=O)N2CC(=O)Nc3ccccc32)C(C)C)cc1	i	-4	i	i	i	19	6.9	i	i	i	i
CCCC(NC(=O)CCc1c(C)c2cc3c(-c4ccccc4)coc3cc2oc1=O)C(=O)O (centres undefined)	i	18	i	i	i	-4	-1.0	i	i	i	i
COc1ccc2nc(NC(=O)c3ccc(-c4cccc([N+](=O)[O-])c4)o3)sc2c1	i	8	i	i	i	-1	-0.1	i	i	i	i
C=CCNC(=O)c1onc(CSc2ccccc2)c1C(=O)O	i	7	i	i	i	-3	-0.2	i	i	i	i
COc1ccc(Cl)cc1CN1CCOCC1	i	3	i	i	i	1	0.2	i	i	i	i
COc1ccc(/C(N)=N/OC(=O)c2ccc(Br)o2)cc1	i	2	i	i	i	-7	4.4	i	i	i	i
Fc1ccc(OCCn2cnc(Cl)c2Cl)cc1	i	-2	i	i	i	-4	0.2	i	i	i	i
O=C(Nc1ccc(S(=O)(=O)N2CCOCC2)cc1)c1ccccc1	i	-2	i	i	i	-1	-0.4	i	i	i	i
CC(C)CC(=O)Nc1ccc(N2CCN(C(=O)c3cccs3)CC2)cc1	i	0	i	i	i	1	0.0	i	i	i	i
COc1cccc(CN(C)CC(=O)NC(=O)NCc2ccccc2)c1	i	4	i	i	i	-6	-0.6	i	i	i	i
Cc1nn(-c2cc(N3CCCCCC3)ccc2[N+](=O)[O-])c(=O)c2ccccc12	i	12	i	i	i	-3	-0.1	i	i	i	i
O=[N+]([O-])c1ccc(/C=N/Nc2nc(N3CCOCC3)nc(N3CCOCC3)n2)cc1	i	-1	i	i	i	5	0.1	i	i	i	i
CC(=O)c1ccc(NC(=O)C2CC(c3ccc(F)cc3)=NO2)cc1 (centres undefined)	i	-3	i	i	i	4	0.2	i	i	i	i
COc1ccc(N2C(=O)CSC2c2ccccc2F)c(OC)c1 (centres undefined)	i	2	i	i	i	-2	0.3	i	i	i	i
COC(=O)c1ccc(N(C(=O)CNC(=O)c2ccco2)C(C(=O)NC2CCCC2)c2ccco2)cc1 (centres undefined)	i	-2	i	i	i	1	-0.2	i	i	i	i
CC1CCN(C(=O)c2cccc(S(=O)(=O)N3CCCCC3)c2)CC1	i	-6	-8.3*	i	i	-2	0.6	i	13*	i	i
O=C(NC(=S)Nc1ncccn1)c1ccccc1Cl	i	-2	i	i	i	-10	1.1	i	i	i	i
COc1ccc(NC(=O)CN2C(=O)COc3ccc(S(=O)(=O)N4CCOCC4)cc32)c(OC)c1	i	-1	i	i	i	-12	-0.5	i	i	i	i

Some entries already given, limited to HIF act, MrgX1 agonist and Platelet DG rel:
mol,HIF act,MrgX1 agonist,Platelet DG rel
COc1cccc(CN(C)CC(=O)NC(=O)NCc2ccccc2)c1,-0.6,i,-6
Cc1nn(-c2cc(N3CCCCCC3)ccc2[N+](=O)[O-])c(=O)c2ccccc12,-0.1,i,-3
O=[N+]([O-])c1ccc(/C=N/Nc2nc(N3CCOCC3)nc(N3CCOCC3)n2)cc1,0.1,i,5
CC(=O)c1ccc(NC(=O)C2CC(c3ccc(F)cc3)=NO2)cc1 (centres undefined),0.2,i,4

Next section:
SMILES	MrgX1 allo act	SKKanGAS inh	TRPC6 inhibitor	TRPC4 block	RGS4 inh	Platelet DG rel	HIF act	RGS4 pot	TRPC6 activator	MrgX1 agonist	MrgX1 antagonist
CN(C)S(=O)(=O)c1cc([N+](=O)[O-])ccc1N1CCCCCC1	i	5	i	i	i	-2	-0.6	i	i	i	i
COc1ccccc1N(CC(=O)NC1CCCC1)C(=O)C1(C)CC(=O)N=C2C=CC(C)=CN21 (centres undefined)	i	2	i	i	i	-4	1.4	i	i	i	i
N#C/C(=C(\O)c1cc(Cl)sc1Cl)c1nc2ccccc2[nH]1	i	-6	i	i	i	-10	0.1	i	i	i	i
Cc1ccc(O)c(NC(=O)c2cccc(NC(=O)c3ccco3)c2)c1	i	7	i	i	i	5	1.1	i	i	i	i
CC(=O)NS(=O)(=O)c1ccc(NC(=S)NC(=O)CC(C)C)cc1	i	3	i	i	i	-2	-0.4	i	i	i	i
Cc1ccc(NC(=O)CSc2nnc(-c3ccccn3)n2N)cc1F	i	5	i	i	i	-7	0.3	i	i	i	i
Cc1cc(-c2ccc(S(=O)(=O)N(C)Cc3ccccc3)cc2)on1	i	-4	i	i	i	-1	·	i	i	i	i
Cc1ccc(NC(=O)CCC(=O)NNC(=O)c2ccco2)c(C)c1	i	-1	i	i	i	3	0.2	i	i	i	i
CC1CCCCN1Cc1c(O)ccc2c(=O)c(-c3nc4ccccc4s3)coc12 (centres undefined)	i	-6	i	i	i	-3	-1.5	i	i	i	i
CC(C)N1CCC(N2CCN(CCCc3ccccc3)CC2CCO)CC1 (centres undefined)	i	-5	i	i	i	1	0.1	i	i	i	i
COCCN1C(=O)C(=O)/C(=C(/O)c2ccc(S(=O)(=O)N3CCOCC3)cc2)C1c1cccc(Cl)c1 (centres undefined)	i	-9	i	i	i	-3	-0.6	i	i	i	i
COc1cc(/C=N/n2nnnc2N)ccc1OC(C)C	i	-7	i	i	i	8	1.1	i	i	i	i
CC1CCCN(CCCNC(=O)c2cc3c(Cl)nc4ccccc4c3s2)C1 (centres undefined)	i	-7	i	i	i	-2	2.9	i	i	i	i
COc1ccc(C(=S)N2CCCC2)cc1C	i	5	i	i	i	-4	0.0	i	i	i	i
O=C(CCN1C(=O)C2C3C=CC(C3)C2C1=O)NCc1cccnc1 (centres undefined)	i	2	i	i	i	-18	-0.1	i	i	i	i
Cc1cccc(/C=C(\C(=O)C(=O)O)c2ccc3ccccc3n2)c1	i	23	i	i	i	4	2.4	i	i	i	i
CCCCn1c(N)c(N(CCOC)C(=O)CSc2n[nH]c(-c3ccc(OC)cc3)n2)c(=O)[nH]c1=O	i	3	i	i	i	5	-0.4	i	i	i	i
CCN(CC(=O)NC(=O)NCc1ccccc1)Cc1ccccc1	i	11	i	i	i	-7	-0.3	i	i	i	i
Cc1onc(-c2ccccc2)c1C(=O)NCCc1ccc(Cl)cc1	i	1	i	i	i	1	-0.1	i	i	i	i
COc1ccc(OCC(=O)Nc2cccc(NC(=O)c3ccco3)c2)cc1	i	1	i	i	i	-2	0.5	i	i	i	i
COc1cccc(NC(=O)c2ccc3nsnc3c2)c1	i	8	i	i	i	-1	2.2	i	i	i	i
O=C(CSc1nnc(-c2cccs2)n1-c1cccc(Cl)c1)c1cccc2c1OCCO2	i	9	i	i	i	-4	0.0	i	i	i	i
COC(=O)c1ccc(COc2ccc(/C=N/NC(=O)C(=O)Nc3ccc(OC)cc3)cc2OC)o1	i	2	i	i	i	31	-0.2	i	i	i	i
NNc1nc(-c2ccccc2)c2ccccc2n1	i	2	i	i	i	10	0.1	i	i	i	i
Nc1nccc(-c2ccc(-n3cnc4ccccc43)cc2)n1	i	-4	i	i	i	11	4.6	i	i	i	i

Continuation.
SMILES	MrgX1 allo act	SKKanGAS inh	TRPC6 inhibitor	TRPC4 block	RGS4 inh	Platelet DG rel	HIF act	RGS4 pot	TRPC6 activator	MrgX1 agonist	MrgX1 antagonist
COc1ccc(NC(=O)C(C)N(C)Cc2ccc3ccccc3c2)cc1 (centres undefined)	i	-3	i	i	i	7	-1.2	i	i	i	i
CCn1cc(/C=C(\NC(=O)c2ccccc2Cl)C(=O)N2CCN(C)CC2)c2ccccc21	·	-1	i	i	i	-8	-8.0	i	i	·	·
COc1ccc(C2CC(c3ccccc3)=NN2C(=O)COC(=O)c2cccc(S(=O)(=O)N3CCOCC3)c2)cc1 (centres undefined)	i	15	i	i	i	-2	0.0	i	i	i	i
CC(=O)N1CCc2cc(S(=O)(=O)NCC(=O)NCc3ccccc3Cl)ccc21	i	1	i	i	i	-2	1.1	i	i	i	i
O=C(CCNC(=O)N1CC(=O)Nc2ccccc21)NCCc1cccc(F)c1	i	-9	i	i	i	-26	1.5	i	i	i	i
C/C(=N/NS(=O)(=O)c1cccc([N+](=O)[O-])c1)c1ccncc1	i	0	i	i	i	-3	0.1	i	i	i	i
O=C1NC(=S)SC1=C1CCCC1	i	-14	i	i	i	-44	0.2	i	i	i	i
CC(OC(=O)c1ccc(S(=O)(=O)N(C)c2ccccc2)cc1)C(=O)NCCC1=CCCCC1 (centres undefined)	i	-11	i	i	i	-12	0.2	i	i	i	i
O=C(Cn1c2ccccc2c2nc3n(c(=O)c21)CCS3)N1CCCC1	i	43	i	i	i	-3	-0.4	i	i	i	i
COc1ccc(OC)c(C(=O)c2oc3ccccc3c2NC(C)=O)c1	i	4	i	i	i	8	0.4	i	i	i	i
